Screens (PubChem)
Cav32 inh: blocks human Cav3.2 T-type calcium channel; O95180; Cav3.2-expressing cells, Fluo-4 calcium fluorescence FDSS; hits give low values; B-score at 10 µM; hit rate 4% among 100,000; AID 449739;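 active means single-dose well whose peak fluorescence ratio is a statistical outlier from its plate by either plate-standardised score or position-corrected B-score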
Numbers without * were called inactive.

canonical_smiles	Cav32 inh
CC1(C(=O)O)CCC(C(=O)N2CCOCC2)C1(C)C (stereo not given)	-0.03
Cc1n[nH]c(=S)n1/N=C/c1ccccc1OCc1ccc(Cl)cc1	0.19
Cc1cccc(NC(=O)c2onc3c2CCCC3)c1C	-0.61
CC(C)N(Cc1nc(-c2ccccc2)no1)C(=O)c1ccc2c(c1)OCO2	-1.6
CCSc1oc(-c2ccco2)nc1S(=O)(=O)c1ccc(F)cc1	-1.9
CNC(=O)CN(c1ccc(F)cc1)S(=O)(=O)c1cc(C)ccc1OC	-3.5
CCN(c1ccccc1)S(=O)(=O)c1cnc[nH]1	0.07
O=C(OCc1cccs1)c1ccccc1NS(=O)(=O)c1ccc2c(c1)OCCO2	-4.8*
CCc1c(C)nc2cc(-c3ccc(OC)c(OC)c3)nn2c1N1CCC(C)CC1	0.087
Cc1nc(C(F)(F)F)c(C(=O)NC(=O)Nc2ccc(OC(F)(F)F)cc2)s1	0.43
COc1ccc(N=c2oc3cc(O)ccc3cc2C(=O)NCC2CCCO2)c(OC)c1 (stereo not given)	-1.2
COc1ccc(OC)c(-c2nc(C)sc2CC(=O)O)c1	-0.00017
Cc1nn(C(C)C(=O)N2CCc3ccccc32)c(C)c1[N+](=O)[O-] (stereo not given)	-2.5
O=C(O)Cc1ccc2c(c1)N(S(=O)(=O)c1cccc(C(F)(F)F)c1)CC(C(=O)O)O2 (stereo not given)	0.85
CCC1Oc2ccc(C)cc2N(CC(=O)N(Cc2ccncc2)Cc2ccco2)C1=O (stereo not given)	-1.4
CCc1nc(SCC(=O)N2CCCC2)c2ccccc2n1	-0.3
CCCOc1ccccc1N/C(=N/c1nc(C)cc(C)n1)NC(=O)Nc1ccc(Cl)cc1	-0.23
CCOC(=O)c1snc(-c2ccc(F)cc2)c1N	-0.016
O=C(CN(C(=O)c1ccco1)c1cccc(F)c1)NCc1ccc(F)cc1	-0.0031
COc1ccc(C2=CC3=C(Br)C(=O)C(C)(O)C(=O)C3=CO2)cc1 (stereo not given)	0.96
CCOC(=O)c1ccc(NC(=O)Cn2cc3c(n2)CCC(C)C3)cc1 (stereo not given)	-0.35
Cc1cc(-c2cccnc2)c(C#N)c(SCC#N)n1	-0.51
Cc1ccc(NC(=O)c2ccco2)cc1C	0.24
O=C(Nc1nc2ccccc2n1Cc1ccc(Cl)cc1)c1ccco1	-0.32
c1ccc(Cc2cc(-c3ccccc3)on2)cc1	-2
CC(C)CCNC(=O)Cn1c(=O)oc2cc(S(=O)(=O)N3CCc4ccccc43)ccc21	-2
O=C(NCCCN1CCOCC1)c1ccc(CS(=O)(=O)c2c(Cl)cccc2Cl)o1	-1.2
O=C(NCCCCc1ccccc1)C1CC(c2ccc([N+](=O)[O-])cc2)=NO1 (stereo not given)	-2.7
O=C(NCc1ccc(Cl)c(Cl)c1)c1cccnc1	0.028
CC(=O)n1cc([C@@H]2C=C(C(=O)N3CCOCC3)O[C@H](OCCCCO)C2)c2ccccc21	0.072
Cc1cc(C)n(-c2nc(N(C)C)nc(N(C)C)n2)n1	0.062
CCOC(=O)c1c(NC(=O)CSc2nnc3c(n2)[nH]c2ccc(F)cc23)sc(C(C)=O)c1C	0.52
O=C(O)CCC(=O)Nc1ccc(F)cc1	0.21
Cc1ccc2nc(CSc3nnc(-c4ccco4)n3-c3ccccc3)cc(=O)n2c1	0.47
CCOc1ccccc1Nc1nc(N)nc(CSc2nccc(C)n2)n1	-0.4
CCOC(=O)Cc1csc(NC(=O)c2c(O)c3ccccc3n(CC(C)C)c2=O)n1	-2.3
Cc1ccc2c(c1)nnn2C1CCN(S(=O)(=O)c2ccc3ccccc3c2)CC1	-0.3
CC1CCc2c(sc(NC(=O)c3ccc(Cn4cc([N+](=O)[O-])cn4)o3)c2C#N)C1 (stereo not given)	-0.6
CCCCOC(=O)n1c(=O)oc2ccccc21	0.41
Cc1nc2ccc(S(=O)(=O)NC(C(=O)N3CCC(C)CC3)C(C)C)cc2s1 (stereo not given)	0.37
N#Cc1ccc(CSc2nnc(-c3ccccc3)n2Cc2ccco2)cc1	-2.5
Cc1cc(NS(=O)(=O)c2ccc(NC(=S)NC(=O)c3ccc(Cl)cc3Cl)cc2)no1	0.65
Cc1cc(C)c(S(=O)(=O)Nc2c(C)[nH]c(=O)[nH]c2=O)c(C)c1	2.8
Cc1cc2oc(=O)cc(CN3CCCCC3)c2cc1C(C)C	-4.7*
CCOC(=O)CNC(=O)CSc1nnc(-c2ccc(OC)cc2)n1CC	0.49
COC(=O)c1c(NC(=O)c2nc3nc(C)cc(C(F)F)n3n2)sc2c1CCC2	-1.1
Cc1ccc(-n2c3c(cc(C(=O)N4CCN(C)CC4)c2=O)C(=O)CC(C)(C)C3)cc1	-0.054
COc1ccc(CNC(=O)c2cccc3c2C(=O)N(Cc2cccnc2)C3)cc1	0.55
COC(=O)c1cc2c(-c3ccccc3)cc3ccccn3c-2c1C(=O)OC	-1.7
COc1ccc(-n2c3c(cc(C(=O)Nc4ccc(C)cc4)c2=O)C(=O)CCC3)cc1	0.0097

(next part)
canonical_smiles	Cav32 inh
Cc1cc(-c2ccccc2)nc(SCc2ccc(C(=O)O)o2)n1	2.2
COc1ccc(OC)c(NC(=O)C2CCCNC2=O)c1 (stereo not given)	-0.69
O=C(Nc1nc2ccccc2s1)C1CC(=O)N(c2ccc(Br)cc2)C1 (stereo not given)	-3.1
Clc1ccc(-c2nn3cnnc3s2)c(Cl)c1	-1.3
CC(=O)C(Sc1ccc2nnc(-c3ccc(F)cc3)n2n1)C(C)=O	1.4
CCCN1C(=O)c2ccc(C(=O)NC3CCCCC3)cc2C1=O	-1.1
Cc1noc(C)c1COc1cccc(C(=O)OC(C)C(=O)Nc2ccc3c(c2)OCO3)c1 (stereo not given)	-3.2
CNC(=O)CCc1nc(-c2ccc(C(C)(C)C)cc2)no1	0.6
CC(C)(C)c1ccc(C2(C)NC(=O)N(CC(=O)c3ccc[nH]3)C2=O)cc1 (stereo not given)	-1.3
CCN(CC)CCN1C(=O)c2ccccc2NC1c1ccc(N(C)C)cc1 (stereo not given)	1.9
Cc1ccc(-c2nc(C#N)c(NCCN3CCCCC3)o2)cc1	0.4
c1ccc2c(Nc3nnc(-c4ccncc4)s3)cccc2c1	0.027
Cc1cc(C)n(-c2ccc(F)cc2)c(=O)c1C(=O)O	0.019
Oc1ccc(Br)cc1/C=N/n1cnc2ccccc21	0.75
O=c1ncn(-c2ccc(F)cc2)c2ncccc12	0.38
Cn1c(=O)[nH]c(=O)c2c1nc(Br)n2CCCSc1nc2ccccc2o1	-0.68
COc1ccc(Nc2nc(Nc3ccc(OC)cc3)nc(SC3=NCCS3)n2)cc1	-5.9*
O=C1NCCC12C(=O)Nc1ccccc12 (stereo not given)	0.016
CCOC(=O)N1CCC(NC(=O)Cn2ncc3c2-c2cc(C)ccc2OC3)CC1	0.65
O=C(O)Cn1ncc2c1-c1ccoc1CC2	-1.2
COc1ccc2oc(C(=O)OCC(=O)NC(=O)NC(C)C)c(C)c2c1	-1.5
CCOC(=O)Cn1c(Br)nc2c1c(=O)[nH]c(=O)n2C	0.96
O=[N+]([O-])c1ccc(N=Nc2ccc(O)cc2O)cc1	-8.8*
CCC(C)[C@H](NC(=O)NCc1cccs1)C(=O)OC (stereo not given in full)	0.3
COc1ccc(NC(=O)C2CCN(c3nc(C)nc4c3CCC4)CC2)cc1	1.1

Reformatted with the structure last: entries from further up
Cav32 inh	smiles
-0.00017	COc1ccc(OC)c(-c2nc(C)sc2CC(=O)O)c1
-0.69	COc1ccc(OC)c(NC(=O)C2CCCNC2=O)c1 (stereo not given)
-1.2	COc1ccc(N=c2oc3cc(O)ccc3cc2C(=O)NCC2CCCO2)c(OC)c1 (stereo not given)
-0.3	CCc1nc(SCC(=O)N2CCCC2)c2ccccc2n1
-0.016	CCOC(=O)c1snc(-c2ccc(F)cc2)c1N
-2	c1ccc(Cc2cc(-c3ccccc3)on2)cc1

Following part:
canonical_smiles	Cav32 inh
Cc1cccc2nc(CSc3nncn3-c3ccccc3)cn12	0.55
Cc1cc(N2C(=O)C3CC=CCC3C2=O)cc(C)c1Br (stereo not given)	-0.67
Cc1ccc(C2(c3ccc(C)cc3)NC(=O)N(Cc3c(C)noc3C)C2=O)cc1	-6.3*
O=C(CN(Cc1ccccc1)S(=O)(=O)c1ccccc1)N1CCOCC1	0.84
CS(=O)(=O)N(CC(=O)NCc1ccco1)c1cc(C(F)(F)F)ccc1Cl	1.1
COC(=O)c1sccc1NC(=O)CCC1CCCC1	-0.85
CCn1cc(C(=O)NCc2cccnc2)c(=O)c2cc(F)c(N3CCN(C(=O)c4ccco4)CC3)cc21	1.6
NC(=O)Cn1cc(C(=O)c2cccs2)c2ccccc21	-0.78
O=c1nc2ccccc2c2n1CC(CN1CCN(c3ccc(F)cc3)CC1)N2 (stereo not given)	0.47
COc1ccc(-c2n[nH]c(C)c2-c2ccc(Cl)cc2)c(O)c1	-1.4
CCOC(=O)/C=C1\CC(=O)Nc2cc(C)c(C)cc2N1	0.071
C=CCNc1ncnc2ccccc12	0.89
COC(=O)Cn1cc(C(=O)C2CC2)c2ccccc21	0.24
CC1=C(C(=O)N2CCCCC2)C(c2cccs2)NC(=O)N1 (stereo not given)	0.2
Cc1ccc2c(c1)nnn2C1CCN(CC(=O)c2ccc(Cl)cc2)CC1	-0.22
O=C(Nc1nccs1)C1CCCN1S(=O)(=O)c1cccc2cccnc12 (stereo not given)	-1.9
CCCCNC(=S)NNC(=O)c1nn(C)c(C)c1Cl	0.65
C=CCNC(=O)c1onc(CSc2ccccc2C)c1C(=O)O	-0.12
O=C(Cn1nnc(-c2ccncc2)n1)NCCc1ccccc1	-1.7
Cc1cccc(N2C(N)=NC(N)=NC23CCCCC3)c1	0.38
CCCCC(CCC(=O)Nc1ccc(C(=O)OC)cc1)C(=O)O (stereo not given)	0.12
O=C1N(CC(=O)N2CCc3ccccc32)CCN1Cc1ccc(Cl)cc1	-4.5*
Cc1c(Cl)cccc1NC(=O)CSCC(N)=O	0.16
COc1cc2c(cc1NC(=O)CSc1nnc(Cc3cccs3)n1Cc1ccco1)oc1ccccc12	-3.1
CC(=O)N1CCN(C(=O)CCc2nc3sc4c(c3c(=O)[nH]2)CCCC4)CC1	1.3

Reformatted: entries from further up
SMILES: NC(=O)Cn1cc(C(=O)c2cccs2)c2ccccc21
- Cav32 inh = -0.78
SMILES: CC1=C(C(=O)N2CCCCC2)C(c2cccs2)NC(=O)N1 (stereo not given)
- Cav32 inh = 0.2

(next part)
canonical_smiles	Cav32 inh
CCCCN(CCCC)S(=O)(=O)c1ccc(NC(=O)CN2CCOCC2)cc1	-1.5
Cn1c(=O)c2c(nc(SCCNS(=O)(=O)c3ccccc3)n2C)n(C)c1=O	0.99
Cc1cc(N2C(=O)c3ccc(C(=O)NCc4ccccc4)cc3C2=O)no1	0.34
COc1ccc(N(C)C(=O)c2ccc3snnc3c2)cc1	0.34
Cc1ccc(CN2CC34C=CC(O3)C(C(=O)NCc3ccc5c(c3)OCO5)C4C2=O)cc1 (stereo not given)	-0.2
Cc1nn(CCC#N)c2nc(-c3ccccc3)cc(C(F)(F)F)c12	-1.6
Cc1cc(NC(=O)CSc2ncn(-c3ccccc3)n2)no1	0.5
CSc1nc2n(n1)C(c1ccccn1)C1=C(CC(C)(C)CC1=O)N2 (stereo not given)	-0.006
Cc1ccc(NC2=C(Cl)C(=O)OC2OC(=O)c2ccco2)c(C)c1 (stereo not given)	-0.69
Cc1ccc(S(=O)(=O)NC2OC(=O)C(Cl)=C2Cl)cc1 (stereo not given)	-0.13
Cc1cc2ccccc2cc(C)c1=O	-0.1
O=C(NCc1ccc2c(c1)OCO2)c1cc(-c2ccc(Cl)cc2Cl)on1	-0.075
Cc1ccc(-c2[nH]c3ccccc3c2SCCNC(=O)c2cc3ccccc3oc2=O)cc1	-0.67
CCOCCCNC(=O)c1ccc(N(C)S(=O)(=O)c2ccc(OC)cc2)cc1	0.022
CCCc1[nH]nc2c1C(c1c(C)nn(-c3ccccc3)c1Cl)C(C#N)=C(N)O2 (stereo not given)	-4.4*
CC1Cc2ccccc2N1c1ncnc2c1nnn2Cc1ccccc1Cl (stereo not given)	-0.73
Cc1ccc(C2=NNC(C(O)C(O)C(O)C(C)O)S2)cc1 (stereo not given)	-1.4
Cc1nnc(SCC(=O)NCc2ccco2)n1-c1ccc(F)cc1	0.39
O=C(OCc1c(Cl)cccc1Cl)c1cccnc1Cl	-1.3
Cn1c(=O)oc2cc(S(=O)(=O)N3CCC(C(=O)NCc4ccc(F)cc4)CC3)ccc21	0.0091
Cc1nnc(-c2ccccc2)c(=O)n1/N=C/c1c(O)ccc2ccccc12	-2.8
COc1ccc(/C=N/c2nc3ccccc3n2CCN2CCCCC2)cc1OC	0.083
C/C(=N\NC(=O)CSCc1ccc(Cl)cc1)c1ccc2c(c1)OCCO2	-3.9
C=CCn1c(COc2ccccc2)nnc1SCC(=O)O	0.91
Cn1ccnc1C(O)c1cc(C(C)(C)C)c(O)c(C(C)(C)C)c1 (stereo not given)	0.65
COc1ccc(C(=O)NCC(c2cccnc2)N2CCN(c3ccccc3)CC2)cc1OC (stereo not given)	-0.19
Cc1nn(C(=O)c2ccoc2C)c(N)c1-c1ccccc1	-1.3
O=C(O)C[C@H]1c2cc(F)ccc2S(=O)(=O)N1C1CCCC1	-1
COc1ccc(COc2cc(-c3cccc(OC)c3)nc3ccc(NC(=O)c4ccc(N(C)C)cc4)cc23)cc1	0.3
CCSc1nnc(CCNC(=O)OC(C)(C)C)o1	0.38
Cc1cc(-c2n[nH]c(=S)o2)c(C)n1-c1ccccc1	0.71
CCOCCCNC(=O)Cc1ccc(OC)c(OC)c1	0.42

A portion of the library. The share of hits here may be higher or lower than overall.
